BL2 CD40 inh: CD40 pathway inhibition in BL2 cells | inhibition, % at 10 µM | BL2 NF-kB luciferase reporter, CD40L-induced, 4 h | hit rate 0.94% among 83,000;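 active = mean inhibition of at least 50% with a set share of replicates also reaching that level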;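 note: 0% = neutral control wells and 100% = IKK inhibitor VII at 50 µM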
The depositor's hits bear a star; [ ] = remark or other dose. Only part of the results is shown. The share of hits here may be higher or lower than overall.

compound	BL2 CD40 inh
CCOc1ccc(S(=O)(=O)NCC2CCCO2)cc1 (stereo not drawn)	8
COc1cc2c(cc1OC)[N+]([O-])=C(c1ccccc1)C2=O	6
COc1cc2c(cc1OC)C(c1cccs1)NCC2 (stereo not drawn)	0
COc1cccc(-c2onc3ccc(C4(C)OCCO4)cc23)c1	21
CC(C#N)(NC(=O)COC(=O)c1ccccc1NCCO)C1CC1 (stereo not drawn)	-2
CCCN(C)C[C@H]1OCc2cnnn2CCCC(=O)N([C@@H](C)CO)C[C@@H]1C	-10[25 µM]
CCCCC(=O)c1ccc(O)cc1O	-8
NS(=O)(=O)c1ccc(CCNC(=O)/C=C/c2ccc([N+](=O)[O-])cc2)cc1	16
O=C(C[C@@H]1CC[C@H]2[C@@H](COC[C@H](O)CN2CC2CCOCC2)O1)NCC1CCCCC1	-4[25 µM]
CN(CCc1ccccn1)C1CCCN(S(=O)(=O)c2ccccc2Cl)C1 (stereo not drawn)	6
O=C(NCc1ccccc1)c1nc(-c2cccs2)no1	-32
O=C(COc1ccc(/C=N/NS(=O)(=O)c2ccccc2)cc1)NCc1ccccc1	-1
O=C(NCc1cccs1)C1CCCN1C(=O)Nc1ccc(Cl)cc1 (stereo not drawn)	8
CCN(CC(=O)NCc1cccs1)C(=O)C(c1ccccc1)c1ccccc1	-6
Cc1nnc(N(CCC#N)CCC#N)s1	5
CN/S(=N/S(=O)(=O)c1ccccc1)c1ccc(C)cc1 (stereo not drawn)	3
O=C(Cc1ccccc1)N1CC[C@H]2[C@H](CO)Nc3ccc(C4=CCCCC4)cc3[C@H]21	24[25 µM]
Cc1ccc(N(C)S(=O)(=O)c2cccc(C(=O)NCC(c3cccs3)N3CCOCC3)c2)cc1 (stereo not drawn)	-8
O=C(c1ccc2nc(N3CCOCC3)sc2c1)N1CCN(c2ccc(Cl)cc2)CC1	4
COc1ccc(C(=O)c2ccc(Br)cc2)c(OC)c1OC	2
CN1CCCCN2[C@H](C1)[C@H](c1ccc(C#CC3(O)CCCC3)cc1)[C@@H]2CO	-11[25 µM]
N#C[C@H]1[C@@H](c2ccccc2)[C@@H](CO)N1C(=O)C1CCCC1	3
COc1ccc([C@H]2CC=CC[C@@H](C)Oc3ccccc3C(=O)N(C)[C@H](C(C)C)C(=O)N2)c(OC)c1 (mixture of isomers)	7[25 µM]
CC(=O)N1CCN(C(=O)COc2ccc(Br)cc2)CC1	4
O=[N+]([O-])c1cccnc1C1OCCO1	7
COCC(=O)N1[C@@H]2Cn3c(ccc(/C=C/c4ccccc4)c3=O)[C@H]1[C@@H](C(=O)N1CCOCC1)[C@@H]2CO	-10[25 µM]
CCc1csc(CCNC(=O)C2CCC(=O)N(CCOC)C2)n1 (stereo not drawn)	2
CCCN(S(=O)(=O)c1ccc(OCC)cc1)S(=O)(=O)c1cccs1	1
CN(CCc1cnn(C)c1)Cc1nc(Cc2ccccc2)no1	-6
O=C(NCCc1ccc(F)cc1)c1ccc(S(=O)(=O)N2CCCCC2)cc1	-1
Cc1cc(NC(=O)c2cc([N+](=O)[O-])cc([N+](=O)[O-])c2C)no1	-4
CCN(Cc1cccs1)C(=O)CN1C(=O)NC2(CCCc3ccccc32)C1=O (stereo not drawn)	17
COc1ccc(C(=O)CC2OC(=O)c3c2ccc(OC)c3OC)cc1 (stereo not drawn)	15
O=C(Cn1cc([N+](=O)[O-])ccc1=O)N1CCCc2ccccc21	-1
O=C(c1ccncc1)N1C[C@@H]2[C@H](c3ccccc31)[C@H](CO)N2C(=O)CN1CCOCC1	-7[25 µM]
O=C(O)c1cc([N+](=O)[O-])ccc1NCc1ccccc1	4
O=C(COC(=O)c1cccs1)c1ccc2c(c1)OCCO2	113*
C[C@@H]1CN([C@H](C)CO)C(=O)c2ccccc2-c2ccccc2CO[C@@H]1CN(C)Cc1ccc2c(c1)OCO2	3[25 µM]
O=C(CCC(=O)N1CCSc2ccccc21)NCCc1ccccc1	1
O=C(O)c1cc2c(N3CCC(Cc4ccccc4)CC3)ncnc2s1	7

Quoted at random: 4 entries already listed.
compound	BL2 CD40 inh
CCN(Cc1cccs1)C(=O)CN1C(=O)NC2(CCCc3ccccc32)C1=O (stereo not drawn)	17
O=C(O)c1cc([N+](=O)[O-])ccc1NCc1ccccc1	4
Cc1cc(NC(=O)c2cc([N+](=O)[O-])cc([N+](=O)[O-])c2C)no1	-4
O=C(CCC(=O)N1CCSc2ccccc21)NCCc1ccccc1	1

Continued.
compound	BL2 CD40 inh
Cc1ccc(S(=O)(=O)c2c(N)n(CC3CCOC3)c3nc4ccccc4nc23)cc1 (stereo not drawn)	13
O=C(CCCC(=O)N1CCc2ccccc21)N1CCc2ccccc21	-2
CCCN(CC(=O)Nc1ccccc1C)C(=O)c1ccc(N2CCCCC2)c([N+](=O)[O-])c1	3
COc1ccc(CNC(=O)CN(C)S(=O)(=O)c2ccccc2)cc1	2
Cc1nn(C2CCS(=O)(=O)C2)c2nc(C3CC3)cc(C(=O)Nc3ccc(C(N)=O)cc3)c12 (stereo not drawn)	3
COc1ccc(N2CCN(C(=O)C(Cc3ccccc3)n3cccc3)CC2)cc1 (stereo not drawn)	10
O=S(=O)(c1cccs1)N1CCC(CO)(Cc2cccc(F)c2)CC1	11
COc1ccc(OC)c2sc(N3CCN(C(=O)c4ccc([N+](=O)[O-])s4)CC3)nc12	-1
CC1CCN(S(=O)(=O)CCNC(=O)c2ccccc2)CC1	13
CN(C)CCCOC(=O)COc1ccc(Br)cc1	8

Reprinted from the entries so far, two compounds:
compound	BL2 CD40 inh
CC1CCN(S(=O)(=O)CCNC(=O)c2ccccc2)CC1	13
CN(C)CCCOC(=O)COc1ccc(Br)cc1	8

The listing continues.
compound	BL2 CD40 inh
COC(=O)c1ccc2[nH]c(C)c(CN3CCCC3)c(=O)c2c1	9
COc1ccc2nc(NC(=O)CSc3nnc(C)s3)sc2c1	-28
CN(Cc1ccccc1)C(=O)c1cccc(N2C(=O)NC3CC2(C)Oc2ccccc23)c1 (stereo not drawn)	11
Fc1ccc(-c2cnn3c(-c4ccncc4)ccnc23)cc1	-15
O=S(=O)(c1ccc(-n2cnnn2)cc1)N1CCN(c2ccccc2F)CC1	2
CC(C)(C)[S@@](=O)N1Cc2cc(C(=O)NC3CCCC3)nc(-c3cccc(Br)c3)c2[C@H]1CCO	11
Cn1c(=O)c2c(ncn2CC(=O)Nc2nc3ccc(F)cc3s2)n(C)c1=O	-18
O=C(Nc1ccc(C2CC2(Cl)Cl)cc1)c1cccc([N+](=O)[O-])c1 (stereo not drawn)	-61
C[C@H](CO)N1C[C@H](C)[C@H](CN(C)Cc2ccc(O)cc2)OCc2ccccc2-c2c(n(C)c3ccccc23)C1=O	1
O=C1[C@H](Cc2ccc(F)cc2)CCn2cc(nn2)COC[C@H]2CCCN12	-8[25 µM]
FC(F)(F)c1cc(-c2ccccc2)nc2nc(N3CCOCC3)sc12	17
Cc1ccc(S(=O)(=O)Nc2nc(-c3ccccc3)cs2)cc1	9
O=C(Nc1ccc(S(=O)(=O)N2CCCCC2)cc1)c1cccnc1Cl	16
CC1CCCCC12NC(=O)N(CC(=O)NC(=O)NCc1ccco1)C2=O (stereo not drawn)	-2
CCN(C[C@H]1[C@H](c2ccccc2)[C@@H](CO)N1CC1CC1)C(=O)c1ccccn1	-5[25 µM]
Cc1ccc(-c2nc(SCC(=O)c3c(N)n(C)c(=O)n(C)c3=O)n[nH]2)cc1	2
CC(=O)N1CCC(N(C(=O)Nc2ccc(Cl)cc2)C(C)C)CC1	4
O=C(Nc1ccc2c(c1)[C@H]1C[C@H](CC(=O)N3CCc4ccccc4C3)O[C@@H](CO)[C@H]1O2)c1ccc2c(c1)OCO2	-5[25 µM]
O=S(=O)(NCCNc1ncc(C(F)(F)F)cc1Cl)C(F)(F)F	-8
COc1cccc(-c2ccc3c(c2)[C@H]2[C@H](CCN2C(=O)C2CCCC2)[C@H](CO)N3)c1	-13
c1csc(-c2nnc(COc3ccc4c(c3)OCO4)o2)c1	-67
CC(=O)c1c(C)nn(CCC(=O)O)c1C	4
C[C@H](CO)N1C[C@H](C)[C@H](CN(C)C(=O)Nc2ccnc(N3CCOCC3)c2)OCc2ccccc2-c2c(n(C)c3ccccc23)C1=O	28[25 µM]
Cc1cc(C(=O)NCC(C)(C)N2CCOCC2)c(C)o1	-14
Nc1ccc2ccccc2c1[N+](=O)[O-]	3
COc1ccc(Cl)cc1NC(=O)CN(C)C(=O)c1ccc(C)s1	-2
O=C(COc1ccc(Cl)cc1)OCc1csc(Nc2ccccc2)n1	-3
Cc1cnc(NC(=O)CN(C)S(=O)(=O)c2ccc(Cl)cc2)s1	7
CCNS(=O)(=O)c1ccc(CCC(=O)O)cc1	2
O=C(c1ccc(N2CCOCC2)c([N+](=O)[O-])c1)N1CCCCC1	9
COc1ccc(C(C(C(=O)c2cccs2)N2CCOCC2)N2CCOCC2)cc1OC (stereo not drawn)	-29
CCS(=O)(=O)N1CCCCN2[C@@H](CO)[C@@H](c3ccc(-c4ccccc4F)cc3)[C@@H]2C1	-16[25 µM]
CC(=O)Nc1c(C(=O)O)oc2ccc(Cl)cc12	4
CN1CCN(CCCNCc2cn(CCC#N)c3ccccc23)CC1	13
CN(CC(=O)OCC(=O)NCC(F)(F)F)S(=O)(=O)c1ccc(Cl)cc1	9
Cc1ccc(-c2csc(NC(=S)NC(=O)/C=C/c3ccco3)n2)cc1	-11
CN(C)CC#Cc1ccc([C@H]2[C@@H](CO)N3CCCCN(C(=O)Nc4cc(F)ccc4F)C[C@@H]23)cc1	-4[25 µM]
Cc1ccc(Cn2c(C(=O)O)cc3sccc32)cc1	8
COC(=O)c1sc2ncn(-n3c(C)ccc3C)c(=O)c2c1C	6
O=C(C1CCOCC1)N1CCCC(N2CCN(c3cccc(C(F)(F)F)c3)CC2)C1 (stereo not drawn)	-4
C[C@@H]1CN([C@H](C)CO)C(=O)c2cc(C3=CCCCC3)cnc2O[C@@H]1CN(C)C(=O)Cc1ccccc1	0[25 µM]
C[C@@H]1CN([C@@H](C)CO)C(=O)c2ccccc2-c2ccccc2CO[C@@H]1CN(C)Cc1ccccc1	15
CCCn1c(=O)[nH]c(=O)c2c1nc(-c1ccccc1)n2CCN1CCOCC1	-5
Cn1cnnc1SCc1nnc(-c2ccccc2Br)o1	-7
O=C(NCc1cccs1)c1ccc2ccccc2n1	-41
O=C1CSC(c2ccccc2)N1c1nc(-c2ccc(Cl)cc2Cl)cs1 (stereo not drawn)	11
COc1ccc(NC(=O)COC(=O)c2ccc3ccccc3n2)cc1	-2
O=C(c1cccs1)N1CCN=C1SCc1cccnc1	6
COC(=O)CNC(=O)Cc1c(F)cccc1Cl	8
Cc1ccc(Nc2cc(=O)[nH]c(=O)[nH]2)cc1C	0

Grouped by structure: the entries above containing an NH in an aromatic ring.
compound	BL2 CD40 inh
COC(=O)c1ccc2[nH]c(C)c(CN3CCCC3)c(=O)c2c1	9
Cc1ccc(-c2nc(SCC(=O)c3c(N)n(C)c(=O)n(C)c3=O)n[nH]2)cc1	2
CCCn1c(=O)[nH]c(=O)c2c1nc(-c1ccccc1)n2CCN1CCOCC1	-5
Cc1ccc(Nc2cc(=O)[nH]c(=O)[nH]2)cc1C	0

Following part:
compound	BL2 CD40 inh
O=C(COC(=O)c1ccc(S(=O)(=O)N2CCOCC2)cc1)NC1CCCCCC1	11
CC(C)NCCOc1cccc(Br)c1	5
Nc1nc2ccccc2n1/N=C/c1ccc2c(c1)OCO2	-83
CN(C)c1ccc(C(CNS(=O)(=O)c2ccc3ccccc3c2)N2CCOCC2)cc1 (stereo not drawn)	4
O=C(COC(=O)c1ccc(S(=O)(=O)N2CCCCC2)cc1)NCc1ccc(F)cc1	3
Cc1ccnc(NS(=O)(=O)c2ccc(-n3cccn3)cc2)c1	5
O=C(NC1CCCC1)[C@H]1[C@H](CO)[C@H]2Cn3c(cccc3=O)[C@H]2N1CCc1ccccc1	27[25 µM]
CCN(CC(=O)Nc1ccc(NC(C)=O)cc1)c1ccc(C(F)(F)F)cn1	7
Cc1cc(C(=O)CN2CCCC2)c(C)n1-c1ccc(Cl)cc1	-4
CCC(=O)N1[C@H](CO)[C@H]2c3ccccc3N(C(=O)c3cnccn3)C[C@H]21	6[25 µM]
CCOC(=O)N1CCC(C(N)=O)CC1	6
Cn1c(=O)c(C(=O)c2ccccc2)c(O)c2ccccc21	6
CC(C)NC(=O)COC(=O)c1ccc(Cl)c(S(N)(=O)=O)c1	3
CN(C)C(=O)C[C@@H]1C[C@@H]2c3cc(NC(=O)c4cccnc4)ccc3O[C@@H]2[C@@H](CO)O1	-5[25 µM]
N#C[C@H]1[C@@H](c2ccccc2-c2ccccc2F)[C@@H](CO)N1C(=O)Cc1ccccc1	5[25 µM]
COc1ccc(CC2(CO)CCN(S(=O)(=O)c3cccc4cccnc34)CC2)cc1	-9
CCOCC(=O)Nc1ccccc1C(=O)N1CCOCC1	13
N#C/C(=C/c1ccc(-c2ccc([N+](=O)[O-])cc2)o1)c1nnc(N2CCOCC2)n1-c1ccccc1	4
C[C@@H]1CN([C@@H](C)CO)C(=O)CCCn2cc(nn2)CO[C@H]1CN(C)Cc1ccc(-c2ccccc2)cc1	-5
O=C(Cn1cnc2ccccc2c1=O)NCc1ccco1	2
Cc1ccc(S(=O)(=O)N(CC(=O)Nc2cccc([N+](=O)[O-])c2)C(=O)N2CCN(C)CC2)cc1	7
